# Screens as filed in PubChem BioAssay.
# eIF4E 4G PPI – eIF4E–eIF4G protein interaction inhibitors, primary screen, biochemical, uHTS, TR-FRET, eIF4GI fragment; Eukaryotic translation initiation factor 4E (Mus musculus) + Eukaryotic translation …; TR-FRET eIF4E-eIF4GI(517-606) binding, 2 h; inhibition, % at 21.7 µM; 0.37% of 220,000 active; AID 782, 2007;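 active means inhibition above about 30%, limit read from the data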;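 further: 0% = full FRET control wells and 100% = background wells lacking eIF4GI fragment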
# Calpain2 inh – inhibitors of pig calpain II, primary screen, biochemical, fluorogenic peptide substrate, 1536-well. 0.37% of 220,000 active. purified calpain II, 30 min. inhibition, % at 16 µM;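 active means inhibition above about 50%, limit read from the data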
# Rad51 HR inh – human RAD51 strand exchange inhibitors, primary screen, biochemical, fluorescence | inhibition, % at 10 µM | hRad51 DNA strand exchange, fluorescence dequenching | 0.085% of 200,000 active | DNA repair protein RAD51 homolog 1 (Homo sapiens), Q06609 | AID 1385, 2008;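 active means inhibition above 40% at the single screening dose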;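 further: 0% = DMSO control wells and 100% = blanks with heterologous ssDNA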
# Target sequence (Q06609 whole entry, looked up): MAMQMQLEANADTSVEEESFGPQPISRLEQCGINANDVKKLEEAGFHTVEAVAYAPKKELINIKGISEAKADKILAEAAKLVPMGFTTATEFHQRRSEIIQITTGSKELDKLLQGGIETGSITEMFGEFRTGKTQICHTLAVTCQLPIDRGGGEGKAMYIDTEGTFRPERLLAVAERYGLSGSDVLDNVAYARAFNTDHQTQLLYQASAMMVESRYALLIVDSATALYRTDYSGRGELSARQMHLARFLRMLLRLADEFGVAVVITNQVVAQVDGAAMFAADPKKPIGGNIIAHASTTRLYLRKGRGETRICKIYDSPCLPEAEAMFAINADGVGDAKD
#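 System: hRad51 filaments on single-stranded DNA; reagent: Fluorescein- and BHQ1-tagged 47-mer duplex; compound dosing: one concentration, 10 µM final; timing: filaments 15 min 37 °C, then compound 30 min; measured by: fluorescein emission 520 nm, excitation 485 nm; benchmarks: per-plate controls and blanks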
# 14-3-3 Bad PPI – inhibitors of 14-3-3 zeta/Bad binding, primary screen, biochemical, TR-FRET, bovine 14-3-3 zeta | inhibition, % at 21.7 µM | 0.71% of 220,000 active | 14-3-3 protein zeta/delta (Bos taurus), P63103 | TR-FRET 14-3-3zeta/Dy647-pBad peptide displacement, 1 h;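 active means inhibition above about 70%, limit read from the data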;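 further: 0% = full 14-3-3 plus peptide FRET controls and 100% = background without 14-3-3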
# Target sequence (P63103 whole entry, looked up): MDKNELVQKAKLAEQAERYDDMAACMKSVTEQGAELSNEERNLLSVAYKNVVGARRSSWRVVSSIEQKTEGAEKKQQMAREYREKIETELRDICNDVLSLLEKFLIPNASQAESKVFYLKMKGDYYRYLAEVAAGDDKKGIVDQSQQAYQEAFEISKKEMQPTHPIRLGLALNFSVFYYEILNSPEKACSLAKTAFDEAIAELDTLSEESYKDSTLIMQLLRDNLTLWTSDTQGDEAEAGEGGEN
# L929 necroptosis – inhibitors of zVAD-triggered necroptosis, primary screen, L929 cells. L929 zVAD necroptosis rescue, ATP luminescence, 24 h; with zVAD 60 µM. viability rescue, % at 10 µM. 0.38% of 220,000 active. AID 1377, 2008;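 active means activation, scaled between plate controls, above about 75%, limit read from the data; inactive means activation under that limit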;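 further: 0% = zVAD with DMSO and 100% = DMSO alone without zVAD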
# Hck Nef HTS – inhibitors of Nef-activated human Hck kinase, primary screen, biochemical, Z-Lyte FRET, 384-well, Hck-YEEI | inhibition, % at 20 µM | 0.68% of 220,000 active | Tyrosine-protein kinase HCK (Homo sapiens), P08631 | Recombinant Hck-YEEI plus Nef, Z-Lyte FRET kinase assay;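 active means Hck-Nef kinase inhibition above about 50%, limit read from the data; inactive means inhibition below that limit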;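 further: 0% = DMSO with Hck plus Nef and 100% = Hck alone without Nef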
# EP2 modulator – EP2 receptor modulators, cAMP readout, primary screen, cell-based, HTRF cAMP, PGE2 stimulation. Prostaglandin E2 receptor EP2 subtype (Homo sapiens), P43116. EP2-expressing cells, cAMP HTRF FRET, PGE2 co-stimulation. induction, % at 25 µM. 0.83% of 260,000 active;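 active means compounds whose cAMP rise, as percent of the full-agonist control response, exceeds 60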;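 further: rat C6 glioma line stably carrying human EP2 under a CMV promoter; the protocol text gives 20 µM as final concentration; 100% = response of wells given 1 µM PGE2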
# Target sequence (P43116 whole entry, looked up): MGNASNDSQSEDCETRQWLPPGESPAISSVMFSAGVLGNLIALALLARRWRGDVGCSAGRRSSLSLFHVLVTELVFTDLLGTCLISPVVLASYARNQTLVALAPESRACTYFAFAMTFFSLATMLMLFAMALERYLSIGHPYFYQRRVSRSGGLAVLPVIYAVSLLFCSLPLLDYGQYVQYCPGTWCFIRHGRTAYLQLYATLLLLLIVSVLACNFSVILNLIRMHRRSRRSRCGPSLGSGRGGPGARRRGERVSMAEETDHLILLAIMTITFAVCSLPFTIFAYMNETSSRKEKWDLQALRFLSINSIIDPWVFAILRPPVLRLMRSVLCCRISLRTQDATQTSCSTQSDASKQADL
# TbHK1 inh – Trypanosoma brucei hexokinase 1 inhibitors, primary screen, biochemical, G6PDH-coupled NADH absorbance, MLSCN library; recombinant TbHK1, G6PDH-coupled NADH A340; hexokinase 1 [Trypanosoma brucei]; inhibition, % at 10 µM; 0.11% of 220,000 active;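 active means inhibition of 50% or more in the single-dose primary screen; inactive means inhibition below 50%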
# PGE2 EP2 inh – human EP2 receptor antagonists, primary screen, TR-FRET cAMP, C6 glioma cells; Prostaglandin E2 receptor EP2 subtype (Homo sapiens), P43116; inhibition, % at 25 µM; C6 glioma cells expressing human EP2; cells stimulated with saturating PGE2; 0.52% of 260,000 active; AID 1422, 2008;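 active means percent inhibition above 40 after rounding to a whole number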;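 further: rat C6 glioma host cells with rolipram phosphodiesterase inhibitor present; the protocol text gives 20 µM as final concentration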
# Numbers without * were called inactive; . = no result given; & = joins results of further samples; [ ] = another dose, or the depositor's remark. A portion of the library, so the mix of outcomes need not match the whole.
SMILES,eIF4E 4G PPI,Calpain2 inh,Rad51 HR inh,14-3-3 Bad PPI,L929 necroptosis,Hck Nef HTS,EP2 modulator,TbHK1 inh,PGE2 EP2 inh
CCCc1cc(C(=O)Nc2cccc(C(C)=O)c2)no1,5,-1,-2,8,1.0,7,12,-5,7
COC(=O)c1sc2nc(N)c(C#N)cc2c1N,16,-13,-8,-21[fluorescence artefact?],0.0,-1,-3,19,2
O=c1sc2ccccc2n1CCCOc1ccccc1,8,3,3,0,0.0,-1,58&22,2,7&6
Cn1ccnc1C(O)c1ccc(OCc2ccccc2)cc1 (stereo not given),2,10,-3,6,0.1,4,-14,0,0
Cc1cccc(C)c1NC(=O)COC(=O)COc1ccc2c(C)cc(=O)oc2c1,0,-71,8,-2,0.4,-5,32,-8,9
O=C(Nc1ccc(N2CCOCC2)cc1)C1CCN(S(=O)(=O)Cc2ccccc2)CC1,0,8,13,12[fluorescence artefact?],0.2,0,3,3,7
CCCCn1nnnc1SCC(=O)Nc1cccc(C)n1,2[fluorescence artefact?],-6,-6,4[fluorescence artefact?],0.3,-1,-13,3,11
O=C(O)CCS(=O)(=O)c1cc(Br)cc2c1N(C(=O)C1CC1)CC2,-1,-18,-1,-2,1.7,-10,-3,0,6
Cn1c2c(c3ccccc31)CC/C2=N\O,2,-13,.,-8,24,6,-27,1,.
Cc1cc(=O)n2[nH]c(-c3ccccc3)cc2n1,-9[fluorescence artefact?],-154,.,-2[fluorescence artefact?],0.0,4,20,-5,.
O=C(c1ccc(=O)n(Cc2ccc(Cl)c(Cl)c2)c1)N1CCOCC1,2,8,1,5,0.0,1,2,0,5
O=C(CSc1ncccc1C(=O)O)NCc1ccc(F)cc1,5,-38,9,7[fluorescence artefact?],0.1,1,43,-9,12
Cc1cc(NS(=O)(=O)Cc2ccccc2)no1,-3[fluorescence artefact?],-5,0,-5,-0.7,8,29,5,13
CC1(C)Cc2ccccc2C(NNC(=O)c2ccccc2)=N1,-4,19,4,-6,2.8,25,-1,-8,7
NCCCS(=O)(=O)O,1,-12,5,-6,0.5,-9,1&6&24,4,11&6&8
Cc1sc2nc(SCC(N)=O)n(C)c(=O)c2c1C,5,-14,-4,-1,-0.7,-7,-17,-12,8
COC(=O)Cn1cc(C(=O)C(C)(C)C)c2ccccc21,-1,-4,-1,-5,24,19,2&14,4,17&12
COc1ccc(C(=O)Nc2cccc(C(=O)NCc3ccccc3)c2)cc1,-2,26,.,2,2.8,10,-33,10,9
CCOCC(=O)Nc1ccc(S(=O)(=O)N2CCOCC2)cc1,-2,-5,-3,-9,0.0,2,24,3,10
CCSC1(SCC)N=C(N)C2(C#N)C(c3ccccc3)NC(C)=CC12C#N (stereo not given),-1,5,-5,5[fluorescence artefact?],-0.1,1,-13,5,16
Cc1ccc(SCCNC(=S)Nc2ccccc2)cc1,7,33,.,-8,0.1,9,-42,2,12
O=C(CCC1=NS(=O)(=O)c2ccccc2N1)NC1CCCCCCC1,1[fluorescence artefact?],-30,-1,-7,0.8,-1,14,-1,4
CCOc1ccc(CCNS(=O)(=O)c2cccc3nsnc23)cc1OCC,1,-9,-3,-9,0.0,3,23,0,13
O=C(CNC(=O)c1ccccn1)N/N=C/c1ccccc1,6,-18,0,-4,-0.1,-2,-8,-2,7
CCOC(=O)N1CCN(Cc2nc(-c3cccs3)no2)CC1,2,-10,.,-7,1.3,6,5,-5,4
CCN1C(=O)c2ccc(C(=O)Nc3ncc(C)s3)cc2C1=O,1,6,12,-4,-0.5,-7,-12,-14,2
Cc1cccc(NC(=S)NNC(=O)c2ccccc2Br)c1,1[fluorescence artefact?],12,-4,-2[fluorescence artefact?],0.2,0,26,6,7
O=C(O)c1cc(O)ccc1NC(=O)c1cccc2ccccc12,-4,-7,-15,-9,0.8,14,-10,-12,14
Nc1cc2nc3ccccc3oc-2cc1=O,3,9,-209,-1,16,1,-40,-4,42*
Cc1ccc(NNC(=O)c2c(F)cccc2Cl)cc1Cl,1,-12,18,-9,0.1,0,-49,-4,14
O=C(Nc1cccc(S(=O)(=O)N2CCCCCC2)c1)c1ccc2c(c1)OCO2,-3,37,.,78*,0.5,6,-78,5,1
Cc1cc(CNC(=O)CC2C(=O)NCCN2Cc2ccccc2C(F)(F)F)on1 (stereo not given),3,17,-12,-9,-0.1,4,-7,-2,6
Cc1cc(C)cc(NC(=S)NCCCO)c1,15,-4,1,-22,0.6,3,18,1,6
CCOC(=O)c1cccc(NC(=O)c2cccnc2)c1,0,-40,5,0,2.3,0,4,-1,6
O=c1[nH]c2ccccc2n2c(-c3ccccc3)nnc12,52*[fluorescence artefact?],-93,7,70[fluorescence artefact?],-0.4,38,-26,1,82*
COc1ccccc1NC(=O)C(=N\O)/C(C)=N/O,8[fluorescence artefact?],-2,-5,-21,0.5,1,-8,5,3
Fc1cccc(-c2cc3nc(-c4ccccc4)cc(N4CCC5(CC4)OCCO5)n3n2)c1,3[fluorescence artefact?],-245,4,-6[fluorescence artefact?],-0.4,10,2,-12,14
Cc1c(NC(=O)C(C)N2CC(C)OC(C)C2)c(=O)n(-c2ccccc2)n1C (stereo not given),-3[fluorescence artefact?],-21,-4,-15[fluorescence artefact?],0.6,3,14,-1,10
CC1=CC(=NOC(=O)/C=C/c2ccccc2)C=C(C)C1=O,-2,-12,-1,3,25,1,-34,-8,10
C=CCn1c(=NC(=O)c2ccc(S(=O)(=O)N3CCc4ccccc4C3)cc2)sc2cc(S(N)(=O)=O)ccc21,8[fluorescence artefact?],-167,2,30[fluorescence artefact?],1.2,16,7,-22,5
O=C(NC(=S)N1CCN(Cc2ccccc2)CC1)c1ccccc1,-3,-1,.,-19,-0.7,2,6,17,11
Cc1ccc(C2=NN(Cc3nnc(-c4ccccc4)o3)C(=O)SC2)cc1,13,10,-2,-8,0.7,-1,-55,9,13
c1ccc2oc(Cc3ccc(Cc4nc5ccccc5o4)cc3)nc2c1,2,-10,1,0,-0.7,8,23,0,7
O=[N+]([O-])c1ccc(OCC(O)CNC2CCCC2)cc1 (stereo not given),-2,8,.,24,-0.6,21,-12,-9,4
CC(C)Cn1c(CN2C(=O)c3ccccc3C2=O)nc2ccccc2c1=O,-34[fluorescence artefact?],-106,5,36[fluorescence artefact?],0.8,11,6,-7,13
CC(=O)c1ccc(NC(=O)C2(c3ccccc3)CC2(Cl)Cl)cc1 (stereo not given),-2,16,12,6,2.1,5,-22,-12,2
COc1ccc(/C=C/C(=O)OCC(=O)c2ccc3c(c2)NC(=O)CO3)cc1,3,-20,14,11,6.2,19,-14,-30,8
O=C(CSc1ccc(-c2nc3ccccc3[nH]2)cn1)Nc1ccc2c(c1)OCCO2,-25[fluorescence artefact?],-135,5,36[fluorescence artefact?],-0.2,9,-11,-14,17
O=C(CSc1nnc(CCc2ccccc2)n1-c1ccc(Cl)cc1)c1ccccc1,8,30,4,-4,1.5,1,42,-2,5
CCN(CC)CCn1c(=S)[nH]c2ccc(Cl)cc2c1=O,-6,13,.,1,1.0,0,-2,-5,.
NC(=O)SCC(=O)Nc1ccc(Cl)c(Cl)c1,.,-1,-7,.,1.1,0,-62,21,16
S=c1[nH]nc(-c2ccccc2)n1/N=C/C=C/c1ccco1,-1,23,-15,-8,-0.5,-3,26,-44,0
CN1CCN(/C=N/c2c(C#N)cnn2Cc2ccccc2)CC1,2[fluorescence artefact?],-16,-3,0[fluorescence artefact?],-0.4,2,-15,7,9
COc1ccc(OC)c(/C=C2\SC(=S)N(N3CCOCC3)C2=O)c1,3,15,15,-13,0.6,9,4,-21,12
COc1ccc(C(=O)N/N=C/c2ccc(OC)c(OS(=O)(=O)c3ccccc3)c2)cc1,-3,-20,-1,-17[fluorescence artefact?],32,1,-56,10,11
Cc1onc(-c2c(F)cccc2Cl)c1C(=O)ONC(=O)c1ccco1,1,-26,.,-5,0.5,17,32,-6,6
O=[N+]([O-])c1cc(Br)c(O)c(/C=N/Nc2nc3ccccc3s2)c1,-2,-53,28,2,6.3,38,-50,-8,77*
CCn1cc(C(=O)O)c(=O)c2cnc(N3CCN(C(=S)NC(=O)c4ccc(Br)cc4)CC3)nc21,-1,-14,10,-7,2.1,1,2,25,2
CC1(C)NC(=O)N(Cc2cc(=O)n3ccsc3n2)C1=O,0,-26,-10,-5,-0.2,7,10,-1,8
COc1cc(/C=C/C(=O)OCC(=O)Nc2cc(C)c(C)cc2[N+](=O)[O-])ccc1O,11,7,-9,6,0.7,4,-6,-7,4

# Two records picked at random from the list so far, as already listed:
SMILES,eIF4E 4G PPI,Calpain2 inh,Rad51 HR inh,14-3-3 Bad PPI,L929 necroptosis,Hck Nef HTS,EP2 modulator,TbHK1 inh,PGE2 EP2 inh
CCN(CC)CCn1c(=S)[nH]c2ccc(Cl)cc2c1=O,-6,13,.,1,1.0,0,-2,-5,.
Cc1onc(-c2c(F)cccc2Cl)c1C(=O)ONC(=O)c1ccco1,1,-26,.,-5,0.5,17,32,-6,6

# Next results follow.
SMILES,eIF4E 4G PPI,Calpain2 inh,Rad51 HR inh,14-3-3 Bad PPI,L929 necroptosis,Hck Nef HTS,EP2 modulator,TbHK1 inh,PGE2 EP2 inh
O=[N+]([O-])c1ccccc1/C=N/Nc1nccnc1Cl,-2,11,6,5[fluorescence artefact?],0.0,1,-17,-30,2
Cc1ccc(C(=O)/C=C/N(C)C)cn1,-4,16,12,-7,1.6,5,-2,-6,3
CCOc1c(Cl)cc(CNCC(O)c2ccccc2)cc1OC (stereo not given),3,16,-19,-6,0.0,14,-92,4,6
CCc1ccc(Nc2nc(N)nc(CSc3nc4ccccc4s3)n2)cc1,6,29,-1,6,0.9,0,27,-9,8
COc1ccc(C(=O)NCc2nnc(SCC(=O)Nc3ccc4c(c3)OCO4)o2)cc1,-4,-41,-36,-18,1.3,25,8,4,5
CCCCCn1c(SCC2CCCO2)nc2cc(C(=O)N3CCC(C(N)=O)CC3)ccc2c1=O (stereo not given),1,-34,0,9,-1.0,0,18,-26,10
O=C1Nc2ccccc2/C1=C/C(=O)c1cccs1,-1[fluorescence artefact?],9,9,-7[fluorescence artefact?],3.8,7,-56,-20,69*
CSc1sccc1/C=N/NC(=O)c1ccncc1,-2,-4,11,0,0.5,5,5,-20,15
O=C(COc1cccc2ccccc12)NNC(=O)CSCCO,-1,31,-9,-1,0.8,4,-8,34,6
N#Cc1nc(COc2cccc(Cl)c2)oc1NCCN1CCOCC1,0,-10,21,8,0.1,16,-29,6,6
Cn1cnnc1Sc1nc2c(c(=O)n(C)c(=O)n2C)n1Cc1ccccc1Cl,4,0,-1,-1,0.1,2,4&-2,-1,8&8
O=S(=O)(NC1CCCCC1Nc1ccc(Cl)cc1)c1ccccc1 (stereo not given),5,27,3,-9[fluorescence artefact?],1.2,1,4,27,4
CCOc1ccccc1NC(=S)N1CCC(NC(=O)NC23CC4CC(CC(C4)C2)C3)CC1,0,-28,1,-6,0.1,0,-35,-1,.
N#C/C(=C\c1cccnc1)C(=O)Nc1cccc2ccccc12,1,5,-13,29,3.7,2,-22,-3,21
